A549 tox: counter-screen for Nrf2 inhibitors: cytotoxicity in A549 cells | A549 ARE-Fluc cells, CellTiter-Fluor viability, 18-24 h | Potency, µM (doses to about 46 µM), inactives show at the top dose activity change, negative = cytotoxicity, usual class: inhibitors | actives 0.16% (n = 390,000); note: potency is the fitted concentration of half-maximal effect; % is set by controls: 0 for no effect and ±100 for the full control effect
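Cytotoxicity counterscreen: CellTiter-Fluor fluorescence was measured in A549 ARE_Fluc cells after 18-24 h of compound exposure in a concentration series. The subsequent BugLite luminescent read reports ARE-luciferase activity.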
Nrf2 block: blocks Nrf2 signaling. A549 ARE-Fluc reporter, luciferase luminescence, 18-24 h. Potency, µM (titrated, usually from 46 µM), for the others: top-dose activity change, negative = inhibition, most hits filed as inhibitors. actives 2.1% (n = 360,000). AID 504444; note: potency is the fitted concentration of half-maximal effect; % is set by controls: 0 for no effect and ±100 for the full control effect; nearly all actives have a fitted effect of over 60% in size
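Two sequential reads on A549 ARE_Fluc cells exposed to compound for 18-24 h: a CellTiter-Fluor fluorescence read for viability, then a luciferase luminescence read for Nrf2/ARE activity.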
HepG2 tox: kills HepG2 cells in TGF-b inhibitor counter-screen. Potency, µM (doses to about 46.1 µM), for the others: at the top dose activity change, negative = cytotoxicity, usual class: cytotoxic. HepG2 CAGA-GFP viability, ATP luminescence, 18 h. actives 0.76% (n = 410,000); note: potency is the fitted concentration of half-maximal effect; some results filed as inactive show a strong effect at the top dose
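HepG2 CAGA-GFP cells (1000/well, DMEM with 1% FBS) received compound, then TGF-beta at 500 pg/mL final, and were incubated 18 hours at 37 degrees C. Viability was read by CellTiter-Glo luminescence. Media-only wells were set as complete cell-killing and DMSO as no toxicity.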
TGFb SMAD3 inh: inhibitors of TGF-b signaling | HepG2 CAGA-GFP TGF-b/SMAD3 reporter, GFP fluorescence, 18 h; TGF-beta stimulated, 500 pg/mL final | Potency, µM (doses to about 46.1 µM), for inactives: at the highest dose activity, negative = inhibition, actives largely listed as inhibitors | actives 1.2% (n = 410,000) | AID 588855; note: potency is the fitted concentration of half-maximal effect; % is set by controls: 0 for no effect and ±100 for the full control effect; nearly all actives have a fitted effect of over 65% in size
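Inhibition was scored as loss of TGF-beta-induced (500 pg/mL final, 18 hours, 37 degrees C) GFP in HEPG2 cells carrying a CAGA-GFP reporter, in DMEM with 1% FBS. Well GFP was summed per cell; Activity was normalised to unstimulated and stimulated DMSO wells, then concentration-response fitting.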
Nrf2 activator: activators of Nrf2 (ARE) signaling; AREc32 ARE-luciferase reporter (MCF7-derived line), luminescence, 24 h; Potency, µM (titrated, usually from 46.1 µM), without a hit: at the top dose activation, hits mostly activators; actives 0.31% (n = 410,000); note: potency is the fitted concentration of half-maximal effect; % of control where 0% means no effect; nearly all actives have a fitted effect of over 65% in size
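For detection, Steady-Glo was added and plates sat 30 min at RT; before that, AREc32_Fluc cells grown overnight in OPTI-MEM/5% FBS had been treated with 23 nL compound for 24 hr at 37 deg C.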
pAkt inh: Akt phosphorylation inhibition. Neuro2A IGF-stimulated pAkt S473 HTRF, 20 min; stronger effect = lower value. actives 0.32% (n = 360,000). activity change, % for hits at 50 µM; in the data active = activity change below about -80%; inconclusive = mostly about -51% to -80%; note: % is set by controls: 0 for no effect and ±100 for the full control effect
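Neuro2A cells in DMEM with 0.5% FBS, overnight at 37 deg C, given compound at single 50 µM final, then IGF (6 nM final) for 20 min at 37 deg C. Lysed; phospho-Akt Ser473 by HTRF after 24 h, 665/615 ratio.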
CCT chaperon mod: changes cytosolic chaperonin activity. purified chaperonin ATPase assay, HTRF ADP detection, 30 min. activity change, % (concentration not given with the values), hits read low. actives 0.3% (n = 360,000). AID 651819; in the data active = activity change below about -30%; note: % is set by controls: 0 for no effect and ±100 for the full control effect
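TRiC (40 or 20 nM final, by batch activity) in 30 mM Tris pH 7.4, 100 mM KCl, 5 mM MgCl2, 1 mM DTT was treated with compound at 76 uM single dose, then 10 uM ATP, 30 min at 37 °C. ADP was read by HTRF Transcreener.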
Abeta rescue: restores growth of yeast expressing A-beta42 peptide; Potency, µM (doses to about 46.1 µM), for inactives: top-dose growth rescue, actives largely listed as activators; yeast expressing A-beta42, growth rescue, OD600, 48 h; response scale: 0% DMSO, 100% iron-clioquinol control; actives 0.063% (n = 410,000); note: potency is the fitted concentration of half-maximal effect; nearly all actives have a fitted effect of over 55% in size
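Yeast growth medium received pinned compounds, then yeast cells expressing toxic A-beta were added; plates incubated at 30 C for 48 hr. Growth read as absorbance at 600 nm, normalized to DMSO and equimolar FeCl3 plus clioquinol controls.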
Mm-Cpn inhibitor: blocks the Methanococcus maripaludis chaperonin Mm-Cpn; AID 504842; Potency, µM (series often up to 76.9 µM), inactives show at the top dose activity, negative = inhibition, hits mostly inhibitors; actives 0.031% (n = 330,000); purified Mm-Cpn ATPase, ADP Transcreener TR-FRET; note: potency is the fitted concentration of half-maximal effect; % is set by controls: 0 for no effect and ±100 for the full control effect; nearly all actives have a fitted effect of over 80% in size
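ATPase read-out: TR-FRET ADP immunoassay (anti-ADP Eu cryptate vs ADP-d2), ex 320 nm, em 590/665 nm; signal drops as ADP forms. Enzyme 25 nM, ATP 10 uM, 30 min at 37°C after 10 min compound preincubation.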
* hit, by the source's call; i = inactive; ? = inconclusive; nt = no result given; [ ] = another dose, or the depositor's remark. Unless noted, calls come from the whole dose curve; as a rule, active = well fitted curve in the direction sought with a large enough effect; inconclusive = small, poorly fitted or top-dose-only effect, or another doubt; inactive = no such curve, though single readings can be large; an effect the other way counts as inactive or inconclusive. Rows were taken by chance, and some 4.3% of all compounds hit somewhere here.

SMILES	A549 tox	Nrf2 block	HepG2 tox	TGFb SMAD3 inh	Nrf2 activator	pAkt inh	CCT chaperon mod	Abeta rescue	Mm-Cpn inhibitor
COc1cccc(NC(=O)Nc2nnc(Cc3ccccc3)s2)c1	-5%	11%	-22%	-19%	0.2%	i	-0.1	-17%	1%
COc1ccccc1NC(=O)/C=C1\SCC(=O)N1C	0%	?	-17%	-1%	0.3%	i	-0.7	-2%	-1%
Cc1ccc(C(=O)CSC2=C(C#N)C(c3ccco3)C3=C(CCCC3=O)N2)cc1 (stereo unspecified)	?	?	3%	0%	16%	i	1.4	-7%	-2%
Cn1c(=O)n(C/C=C/c2ccccc2)c(=O)c2c1nc1n2CCCN1Cc1ccccc1	nt	?	-13%	-12%	-0.1%	i	-0.3	5%	-2%
O=C(CCc1nc(-c2ccccc2)no1)N1CCCC1	1%	nt	-11%	0%	3.9%	i	-0.4	-20%[9.22 µM]	1%
O=c1c2ccsc2ncn1Cc1ccc(Cl)cc1	5%	-3%	8%	-1%	-0.4%	i	-1.8	?	-2%
CN1CCN(c2ccc(-c3ccnn3C(=O)Nc3cccc(C(F)(F)F)c3)cc2)CC1	4%	10%	3%	-24%	-0.5%	i	-2.6	-10%	-2%
COCCN1CN(S(=O)(=O)c2cccc(Cl)c2)c2nc3ccccc3nc21	1%	-6%	-12%	8%	0.5%	i	-1.4	-7%	-1%
NC(=O)CC[C@@H]1NC(=O)[C@@H]2CCCN2C(=O)c2cc([N+](=O)[O-])cc(I)c2NCCCC[C@@H](C(=O)NC(CC(=O)O)C(N)=O)NC1=O (stereo partly specified)	?	3%	-2%	0%	-1.0%	i	0.0	1%	0%
Cc1ccc(-c2csc(-c3cc(C)on3)n2)cc1	13%	27%	-3%	16%	-0.3%	i	-11	5%	-13%
COc1cc(/C=N/NC(=O)c2cccnc2)ccc1OC(=O)c1ccco1	3%[1.84 µM]	1%	-12%	18%	0.1%	i	-2.4	3%	-1%
COc1ccccc1-c1cc2c(c3c1ccn3C)C1CCC2C1 (stereo unspecified)	nt	nt	0%	-15%	0.2%	i	0.0	-12%	nt
COc1ccc(C(=O)N2CCN(Cc3ccc4c(c3)OCO4)CC2)cc1[N+](=O)[O-]	0%	?	-5%	-15%	3.2%	i	1.8	-11%	-1%
CC1(C)CC(=O)C2=C(C1)OC1=C(C(=O)CC(C)(C)C1)C2c1ccc(O)c([N+](=O)[O-])c1	-11%	-12%	3%	-2%	-1.1%	i	-4.5	-15%	2%
Cc1cc(-c2ccc(C)c(S(=O)(=O)N3c4ccccc4CC3C)c2)on1 (stereo unspecified)	?	?	-19%	0%	0.8%	nt	nt	2%	nt
Cc1cnc(C(=O)OCC(=O)N2CCN(S(=O)(=O)c3ccc(Cl)cc3)CC2)cn1	17%	15%	3%	0%	-0.2%	i	-2.0	-5%	3%
O=C(NC(=S)Nc1ccc(N2CCOCC2)c(Cl)c1)C(c1ccccc1)c1ccccc1	-13%	?	-1%	0%	0.7%	i	0.0	24%	-6%
O=C(Nc1nnc(C2CC2)s1)c1ccncc1	5%	?	4%	0%	2.0%	i	0.8	-10%	1%
CCCC1S/C(=N/N=C/c2ccc(OC)cc2)N(Cc2ccc(OC)cc2)C1=O (stereo unspecified)	-12%	-6%	-25%	-5%	-0.1%	i	-0.5	25%	2%
O=[N+]([O-])c1ccc(OCc2cccc(COc3ccc([N+](=O)[O-])cc3)n2)cc1	0%	-11%	4%	?	-0.3%	i	1.3	2%	1%
CC1=C(C(=O)N2CCCCCC2)CC(CC(=O)NCCc2ccccn2)C(=O)N1Cc1ccc(C(C)(C)C)cc1 (stereo unspecified)	nt	nt	nt	nt	0.8%	i	0.1	-9%	nt
COc1ccc(C2=NOC(CNC(=O)c3ccccc3Br)C2)c(OC)c1 (stereo unspecified)	-7%	-9%	0%	-4%	0.3%	i	-2.2	-5%	1%
O=C1NC(=Nc2ccccc2Cl)S/C1=C\c1cc([N+](=O)[O-])ccc1O	-2%	25%	-28%	0%	12%	i	0.0	-4%	1%
CCn1c(NC(=O)c2ccccc2F)c(-c2cccs2)c(=O)c2ccccc21	0%	-5%	-3%	8%	-0.1%	i	-3.2	8%	-6%
Cc1noc(C)c1CSc1nnc2sc3ccccc3n12	10%	-5%	-28%	-9%	6.9%	i	2.7	-7%	2%
S=C(NCc1ccccc1)Nc1ccc(Cl)cc1	5%	29%	-31%	?	7.0%	i	1.1	22%	4%
Cc1nn2cc(-c3ccc(-c4ccccc4)cc3)nc2s1	-4%	?	-1%	-17%	1.6%	i	-12	17%	-1%
CCOc1cccc(NC(=O)CSc2nc(C)c3c(c2C#N)CCCC3)c1	17%	15%	-4%	5%	-0.6%	i	-1.9	1%	-3%
CCOC(=O)C1CCCN(C2CC(=O)N(c3cccc(C)c3)C2=O)C1 (stereo unspecified)	-2%	nt	-13%	-9%	-0.9%	i	-4.6	-48%[inhibitor]	0%
COC(=O)c1ccc(NC(=O)CSc2nc3[nH]ncc3c(=O)[nH]2)cc1	3%	-1%	5%	0%	-0.1%	i	0.7	-12%	0%
COc1cccc(NC(=O)CCNC(=O)Cn2cnc3ccccc3c2=O)c1	2%	-11%	7%	-6%	-0.1%	nt	nt	3%	nt
O=C1CCCc2ccccc2N1Cc1c(Cl)cccc1Cl	1%	nt	-9%	1%	0.1%	i	1.5	18%[9.22 µM]	-2%
CNc1c([N+](=O)[O-])cnn1-c1ccc(C)cc1	0%	3%	7%	3%	0.3%	i	0.3	16%	2%
CC1=NN(Cc2ccccc2)C(=O)/C1=C\c1ccc(N(C)C)cc1	3%	13%	-24%	-3%	8.2%	nt	2.3	18%	-9%
CCOc1ccccc1Nc1nnc(Cc2ccccc2Cl)c(=O)[nH]1	1%	?	-25%	4%	0.1%	i	1.5	-13%	1%
Cc1ccc(NC(=O)COC(=O)CCc2ccccc2)cc1S(=O)(=O)N1CCOCC1	13%	-8%	3%	-3%	-0.3%	i	-0.9	-4%	1%

Another view of some results above:
molecule | A549 tox | Nrf2 block | HepG2 tox | TGFb SMAD3 inh | Nrf2 activator | pAkt inh | CCT chaperon mod | Abeta rescue | Mm-Cpn inhibitor
CCOc1ccccc1Nc1nnc(Cc2ccccc2Cl)c(=O)[nH]1 | 1% | ? | -25% | 4% | 0.1% | i | 1.5 | -13% | 1%
COc1cccc(NC(=O)CCNC(=O)Cn2cnc3ccccc3c2=O)c1 | 2% | -11% | 7% | -6% | -0.1% | nt | nt | 3% | nt
Cc1ccc(NC(=O)COC(=O)CCc2ccccc2)cc1S(=O)(=O)N1CCOCC1 | 13% | -8% | 3% | -3% | -0.3% | i | -0.9 | -4% | 1%
CCOC(=O)C1CCCN(C2CC(=O)N(c3cccc(C)c3)C2=O)C1 (stereo unspecified) | -2% | nt | -13% | -9% | -0.9% | i | -4.6 | -48%[inhibitor] | 0%

The listing continues:
SMILES	A549 tox	Nrf2 block	HepG2 tox	TGFb SMAD3 inh	Nrf2 activator	pAkt inh	CCT chaperon mod	Abeta rescue	Mm-Cpn inhibitor
Cc1cccc(NC(=O)CCN2CCC(C(N)=O)CC2)c1	8%	10%	4%	5%	-0.3%	i	-0.7	-12%	0%
Nc1ccc2nc(SCc3cccc(F)c3)sc2c1	0%	?	-4%	-4%	4.3%	i	-1.4	-21%	3%
O=C1C=C(c2ccccc2)C[C@H](c2cccs2)[C@H]1n1nnc([N+](=O)[O-])n1	-14%	?	2%	-31%	?	i	-0.8	-30%[inhibitor]	-3%
CC1CCc2nc(NC(=O)CSc3nc4ccccc4o3)sc2C1 (stereo unspecified)	-20%	?	-30%	-13%	3.1%	i	-1.1	12%	0%
Cc1cc[n+](CC(=O)c2ccc(NC(=O)c3ccccc3)cc2)c2ccccc12	-6%	?	-27%	-7%	0.3%	i	-1.4	-33%	-5%
CCC(=O)Nc1ccc(C(=O)CSc2nnc(-c3ccc(O)cc3)n2CC2CCCO2)cc1OC (stereo unspecified)	-1%	10%	4%	0%	-0.5%	i	-0.4	12%	-1%
COc1cccc(/C=N/NC(=O)c2oc3nc(-c4ccccc4)cc(-c4ccco4)c3c2N)c1	7%	?	2%	30%	9.4%	i	-2.2	4%	-3%
COc1ccc(CCNC(=O)c2cc(S(=O)(=O)N3CCCCCC3)ccc2OC)cc1OC	-4%	-17%	-10%	-1%	-0.4%	i	-2.1	25%	-2%
CC(C)CN1C(=O)c2ccccc2C1(O)Cc1ccccc1 (stereo unspecified)	-4%	-5%	-5%	-13%	0.7%	i	-1.8	0%	2%
Cc1c(Cl)cccc1NC(=S)N1CCN(C(=O)C2CCCO2)CC1 (stereo unspecified)	13%	13%	9%	9%	-0.3%	i	-0.4	23%	1%
O=C(NC1CCCC1)C(c1ccncc1)N(C(=O)c1csnn1)c1ccc(Cl)cc1 (stereo unspecified)	-5%	3%	-16%	-24%	17%	i	-1.7	-6%	2%
CCOC(=O)N1CCN(C(=O)c2ccc3[nH]c(C)c(C)c3c2)CC1	-3%	-7%	3%	-4%	-0.2%	i	-0.1	-8%	1%
CCCS(=O)(=O)NCCc1cc2cc(C)c(C)cc2[nH]c1=O	2%	17%	1%	42%[activator]	2.1%	i	-2.5	2%	-1%
O=C(CSc1nc2c([nH]c3ccccc32)c(=O)n1-c1ccc(Cl)cc1)NCC1CCCO1 (stereo unspecified)	-9%	nt	-8%	-9%	-0.3%	nt	nt	0%	nt
Cc1ccc(S(=O)(=O)N(C)c2ccccc2C(=O)Nc2c(F)cccc2F)cc1	-3%	4%	9%	0%	0.3%	i	-1.0	13%	1%

From PubChem
